GSK3 alpha inh – inhibitors of human GSK-3 alpha kinase; P49840; ADP-Glo luminescence, 60 min; inhibition, % at 10 µM; 320,000 compounds, 0.1% hits; AID 2650;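 in the data active = inhibition above about 50%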;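 also: GST-tagged GSK-3 alpha with peptide substrate and 25 µM ATP; 0% = DMSO neutral wells and 100% = GW8510 positive control wells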
Target sequence (P49840 whole entry, looked up): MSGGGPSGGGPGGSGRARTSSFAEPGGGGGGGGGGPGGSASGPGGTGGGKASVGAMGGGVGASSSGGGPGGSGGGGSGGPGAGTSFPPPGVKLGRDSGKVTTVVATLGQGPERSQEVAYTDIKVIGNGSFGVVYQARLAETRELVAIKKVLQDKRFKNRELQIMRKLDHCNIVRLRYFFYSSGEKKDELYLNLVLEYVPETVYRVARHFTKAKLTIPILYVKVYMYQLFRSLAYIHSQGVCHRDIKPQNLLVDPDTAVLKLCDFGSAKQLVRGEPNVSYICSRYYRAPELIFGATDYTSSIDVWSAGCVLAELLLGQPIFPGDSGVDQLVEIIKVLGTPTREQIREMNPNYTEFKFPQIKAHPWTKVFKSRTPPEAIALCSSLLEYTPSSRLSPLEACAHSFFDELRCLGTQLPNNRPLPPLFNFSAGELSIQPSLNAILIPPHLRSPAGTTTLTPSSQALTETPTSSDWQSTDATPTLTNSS
Dyrk1A ADPGlo – blocks rat Dyrk1A kinase activity; Q63470; ADP-Glo luminescence, NFATc1 peptide; inhibition, % at 12.5 µM; 310,000 compounds, 0.43% hits; AID 504441; in the data active = inhibition above about 50%;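 also: plate controls were vehicle with enzyme for no effect and no enzyme for full effect; many of its hits are not listed in these tables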
HSF1 inh – HSF1 inhibition; NIH3T3-HGL HSE-luciferase, MG132-induced, luminescence 8 h; hits give low values; activity change, negative = inhibition, % at 7.5 µM (by protocol); 300,000 compounds, 0.77% hits;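 active = more than half of replicate wells show activity change below -50%, luminescence cut by over half; inconclusive = some wells, but at most half, below -50%; inactive = no replicate well below -50%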;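 also: luciferase reports HSF-1 transcriptional activity via heat shock element; 0% = median of DMSO wells and -100% = zero luminescence signal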
HSF-1 act – increases HSF-1 driven luciferase reporter signal; AID 504408; 300,000 compounds, 1.7% hits; activation, % at 9 µM; NIH3T3-HGL HSF-1 luciferase reporter, MG132, 8 h; 100% = twice DMSO control signal;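 active = mean replicate activation of at least 50% with a set share of replicates each reaching 50%; inconclusive = only one of those two conditions met; inactive = mean below 50% and too few replicates reaching it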;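 also: 0% = median of the neutral control wells and 100% = twice that signal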
HSP90 inh – HSP90 refolding inhibition in rabbit reticulocyte lysate | luciferase refolding luminescence, 3 h | inhibition, % at 5.6 µM | 290,000 compounds, 0.91% hits | AID 1789;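 active = inhibition above the screen-wide mean plus 3 SD, computed separately per campaign, cut at about 16% in these data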;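 also: 0% = DMSO wells and 100% = 60 µM geldanamycin wells; inhibitors lower the luminescence because luciferase stays unfolded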
Platelet DG rel – platelet dense granule release activity; 300,000 compounds, 0.22% hits; human platelet-rich plasma, SFLLRN dense granule ATP release, luminescence; inhibition, %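 (compounds screened at 7.5 µM in platelet-rich plasma)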; AID 1663;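 active = mean replicate score, as percent of positive control, at or above 50; inconclusive = mean below 50 but at least one replicate at or above 50; inactive = mean and every replicate below 50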
GSK3beta inhib – inhibitors of human GSK3beta kinase. 300,000 compounds, 0.038% hits. P49841. activity score (negative = inhibition), % at 10 µM. GST-GSK3beta kinase, ADP-Glo luminescence, 60 min; hits give low values;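 active = more than half of replicate wells score below -50%, meaning over 50% inhibition versus plate controls; inconclusive = some replicates but at most half score below -50%; inactive = no replicate scores below -50%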;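 also: 0% = median DMSO wells and -100% = median GW8510 positive control wells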
Target sequence (P49841 whole entry, looked up): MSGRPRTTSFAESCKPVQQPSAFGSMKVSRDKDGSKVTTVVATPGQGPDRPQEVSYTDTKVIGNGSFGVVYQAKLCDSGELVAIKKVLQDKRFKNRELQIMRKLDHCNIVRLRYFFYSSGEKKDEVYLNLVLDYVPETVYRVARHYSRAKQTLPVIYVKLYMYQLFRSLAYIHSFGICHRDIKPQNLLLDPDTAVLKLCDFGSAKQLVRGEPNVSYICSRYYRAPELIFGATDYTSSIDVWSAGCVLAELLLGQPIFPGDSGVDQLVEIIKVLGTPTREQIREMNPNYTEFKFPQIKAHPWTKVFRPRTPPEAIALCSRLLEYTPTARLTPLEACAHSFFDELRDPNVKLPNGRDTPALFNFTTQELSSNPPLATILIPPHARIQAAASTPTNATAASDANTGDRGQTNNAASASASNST
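Assay system: GST-fused GSK3beta enzyme, cell-free / Medium: Tris pH 7.5 buffer with MgCl2, DTT, BSA, heparin / Also added: peptide substrate plus 25 µM ATP (final) / Compound: 10 µM single point / Timing: kinase reaction with compound 60 min at room temperature / Detection: ADP-Glo luminescence / Benchmarks: DMSO neutral wells and GW8510 at 20 µM as positive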
IEC-6 cytotox – IEC-6 cytotoxicity, counter-screen for KLF5 inhibitors; AID 1825; luminescence viability; inhibition, % at 5 µM; 290,000 compounds, 0.78% hits; in the data active = inhibition above about 22%;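 also: 0% = plate median of test compound wells and 100% = cytotoxic reference compound wells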
aSyn UTR inh – MLPCN primary screen, SNCA 5' untranslated region. alpha-synuclein 5'UTR reporter, inhibitor activity. inhibition, % (tested at 7.5 µM). 300,000 compounds, 0.82% hits; in the data active = inhibition above about 60%; inconclusive = no clear call, values can overlap the other calls;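 also: H4 neuroglioblastoma cells stably carrying SNCA 5'UTR luciferase fusion; 0% = DMSO wells and 100% = positive control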
KLF5 inh – inhibitors of KLF5 expression; 290,000 compounds, 0.23% hits; inhibition, % at 5 µM; DLD-1 KLF5 promoter-luciferase reporter, luminescence;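 active = inhibition above a per-plate limit of that plate's mean compound inhibition plus 3 SD, cut at about 60% in these data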;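 also: 0% = DMSO wells and 100% = LY294002 at 200 µM; higher means less KLF5 promoter-driven luciferase light; inactives centre near -14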
* hit, by the source's call; ? = inconclusive; . = no result given. Some of the compounds tested. The share of hits here may be higher or lower than overall.

SMILES	GSK3 alpha inh	Dyrk1A ADPGlo	HSF1 inh	HSF-1 act	HSP90 inh	Platelet DG rel	GSK3beta inhib	IEC-6 cytotox	aSyn UTR inh	KLF5 inh
CS(=O)(=O)N(CC(=O)NCc1ccccn1)Cc1ccc(Cl)cc1	12	3	0	4	5	0	1	1	12	-3
Cc1ccc(N(C(=O)CNC(=O)c2ccco2)C(C(=O)NC2CCCC2)c2cccnc2)cc1C (centres undefined)	-2	-3	-9	-12	-2	5	1	-2	-2	-11
Cc1cc(Cl)ccc1NNC(=O)c1snnc1C	0	.	15	29	0	-2	-1	0	-5	-5
COC(=O)c1ccc(NC(=O)CSc2nc3ncccc3[nH]2)cc1	-1	16	5	23	2	1	1	2	5	-38
O=C1CN(C(=O)N[C@@H](Cc2ccccc2)C(=O)N[C@H](C(=O)O)c2ccccc2)c2ccccc2N1	-5	.	-3	-9	-4	2	1	-6	11	-26
O=C(O)c1ccc(OCC(O)Cn2c3ccccc3c3ccccc32)cc1 (centres undefined)	-1	21	-14	5	0	-7	5	5	23	3
Cc1ccccc1C(=O)NNC(=O)c1ccncc1	2	6	0	4	4	-1	3	-4	-11	-27
COCC1CCCC1OS(N)(=O)=O (centres undefined)	0	6	0	24	-3	2	3	-6	0	-26
O=C(Nc1ccc(N2CCCC2)cc1)C(c1ccccc1)c1ccccc1	-3	-5	1	7	3	-8	-2	-2	6	-31
CCOC(=O)C1CCN(C(=O)CN(c2ccc(Oc3ccccc3)cc2)S(C)(=O)=O)CC1	-2	9	4	0	-1	17	-3	0	-12	-14
COc1cc(CNCc2ccco2)ccc1OCc1ccccc1	1	-1	.	.	-1	-7	-4	-6	-38	-3
COc1ccc(NC(=S)N(CCC(C)C)C2CCN(C(C)C)CC2)cc1Cl	-1	-2	1	8	-5	-5	-3	0	-31	-48
O=C(C(=O)N1CCN(c2ccccc2)CC1)c1cn(CC(=O)N2CCCCCC2)c2ccccc12	0	-6	5	-4	5	5	-1	-2	25	-22
Cc1nc(C(C)(C)O)n(-c2ccccc2)n1	-4	0	5	2	-3	-24	0	3	0	-13
COC(=O)c1ccc(COc2ccccc2/C=N/NS(=O)(=O)c2ccccc2)cc1	-4	-2	-1	9	2	-6	1	6	-41	-31
CCn1c(CNC(=O)c2ccccc2F)nnc1SCC(=O)NC1CCCCC1	-5	-44	-4	0	2	-7	2	8	8	2
Cc1ccc(C(=O)C2=C(O)C(=O)N(Cc3cccnc3)C2c2ccc(N(C)C)cc2)o1 (centres undefined)	-2	-8	-5	20	-2	0	1	-4	-6	-23
O=C(O)/C=C/C(=O)NCCc1cccc(Cl)c1	0	-5	-4	-2	3	0	5	5	22	-17
Cc1ccc(C(=O)Nc2cccc(C(=O)NC3CCCC3)c2)cc1	0	-3	-3	-5	1	-15	-2	5	-54	-58
CC1Cc2ccccc2N1C(=O)Cn1c(=O)cc(O)c2ccccc21 (centres undefined)	0	-5	1	-1	1	-6	1	-1	29	-10

Three entries out of the list above, arranged by the number in HSP90 inh, lowest first:
| molecule | HSP90 inh |
| --- | --- |
| Cc1ccc(C(=O)C2=C(O)C(=O)N(Cc3cccnc3)C2c2ccc(N(C)C)cc2)o1 (centres undefined) | -2 |
| COc1cc(CNCc2ccco2)ccc1OCc1ccccc1 | -1 |
| CC1Cc2ccccc2N1C(=O)Cn1c(=O)cc(O)c2ccccc21 (centres undefined) | 1 |

(next part)
SMILES	GSK3 alpha inh	Dyrk1A ADPGlo	HSF1 inh	HSF-1 act	HSP90 inh	Platelet DG rel	GSK3beta inhib	IEC-6 cytotox	aSyn UTR inh	KLF5 inh
CC(C)(C)C(=O)Nc1ccccc1C(=O)NCc1ccco1	-2	3	-2	-2	1	-35	2	1	6	13
CC1CN(S(=O)(=O)c2ccc(C(=O)O)cc2)CC(C)O1 (centres undefined)	-2	7	-6	6	-4	11	-2	-3	1	-7
C=CCN1c2ccccc2[C@]23C[C@@H](C(=O)OC)N(C(=O)c4cc(C)oc4C)C2=NC(C(=O)OC)=C(C(=O)OC)[C@H]13	1	.	8	11	.	-13	2	.	-62	.
O=C(NC(=S)Nc1ccc(S(=O)(=O)Nc2ncccn2)cc1)c1ccc(Br)cc1	-5	-2	-3	-3	-2	0	7	4	-1	11
Cc1ccc(NC(=O)COC(=O)C2C3CC4OC(=O)C2C4C3)cc1Cl (centres undefined)	-1	0	3	1	2	-3	1	-3	26	-20
Cc1ccccc1NC(=O)c1cc([N+](=O)[O-])ccc1NCCN1C(=O)CCC1=O	0	1	-1	7	-1	0	-2	-2	-1	4
COc1cc([N+](=O)[O-])cc2cc(C(=O)NC(C)(C)C)c(=O)oc12	-6	2	5	14	-2	10	-2	-2	5	-43
Cc1ccc(C(=O)OCc2nnc(-c3ccccc3)o2)o1	5	7	1	-1	3	16	-1	-2	-15	-9
Cc1nn(-c2ccccc2)c(Cl)c1C(=O)NC1CCCCC1	-1	2	3	0	-5	-3	1	1	-4	-25
O=C(N1CCCCC1)C12CC3CC(C1)CC(C(=O)N1CCCCC1)(C3)C2	-1	-12	15	36	3	-22	1	-6	-20	-35
Cc1ccc(/C=C(/NC(=O)c2ccccc2)C(=O)NCCc2c[nH]c3ccccc23)o1	1	-2	16	-2	-3	-1	3	0	1	-20
O=S(=O)(c1cccc(-c2nnc3n2CCCCC3)c1)N1CCOCC1	-2	-1	-11	-6	2	5	-2	1	19	-12
O=C(O)c1ccc(-c2nc(-c3cccc(C(F)(F)F)c3)cs2)cc1	.	-61	-1	-10	2	-7	-1	16	13	-9
O=C(c1ccc(Cl)cc1)N(Cc1ccccc1F)N1C(=O)CCCC1=O	-1	-4	-4	-6	3	9	4	-2	0	-2
COc1ccc(NC(=S)N2CCCN(Cc3cc(C)ccc3C)C2)cc1	2	-1	-6	-5	2	-5	0	5	8	-25
CCOC(=O)N1CCC(N2Cc3cccc(C(=O)NCC4CCN(CC(C)C)C4)c3C2=O)CC1 (centres undefined)	-1	-1	.	.	-2	.	.	-4	.	-1
Cc1ccc(S(=O)(=O)N(C)C)cc1NC(=O)c1c(-c2c(F)cccc2Cl)noc1C	-2	-1	16	?	0	2	-1	-6	5	-20
CN(C)C(=O)CSC1c2ccccc2C(=O)N1c1ccccc1 (centres undefined)	.	1	-1	-11	2	-4	-13	1	0	-2
CCS(=O)(=O)/N=C(\N)c1ccccc1	-2	-4	0	8	0	3	0	1	-21	-16
CSc1ncccc1C(=O)OCC(=O)NC1CCCc2ccccc21 (centres undefined)	2	-1	-2	-2	.	.	.	.	.	.
O=C1CSC(=S)N1c1cccnc1	-2	4	-4	-2	-5	2	-3	-4	9	2
CCC(C)c1ccc(S(=O)(=O)N2CCN3CCCC3C2)cc1 (centres undefined)	-1	-2	-6	-6	-1	3	-4	3	5	9
NC(=O)c1ccccc1OCC(=O)NC12CC3CC(CC(C3)C1)C2	-1	-2	-2	11	0	6	-2	-1	7	-34
CC(=O)NC1CCCc2c1cnn2-c1ccc(C(C)(C)C)cc1 (centres undefined)	0	8	5	2	7	-6	1	-1	-10	-32
COc1ccc(C(=O)COC(=O)CNC(=O)c2cccs2)cc1Br	1	1	1	-7	-5	0	-1	-2	6	-20
Cc1cc(C)c(C(=O)N2CCCC(CNS(=O)(=O)c3cccs3)C2)o1 (centres undefined)	2	-3	-6	1	0	-2	-1	1	-17	-22
COc1ccc(C(=O)N/C(=C/c2cccs2)C(=O)NCCCn2ccnc2)cc1OC	.	-6	-1	11	3	-8	0	-1	-19	-18
COc1ccc(NC(=O)CN2C(=O)CSc3ccc(S(=O)(=O)N4CCC(C)CC4)cc32)cc1	-1	-2	12	24	-3	-1	1	-2	8	-16
Cn1cccc1C(=O)NC(=O)COC(=O)c1ccccc1O	3	0	0	3	5	15	2	6	-4	-22
O=C(Nc1sc2c(c1C(=O)NCc1cccnc1)CCCC2)c1ccco1	-2	25	1	6	3	2	0	6	18	-16
COc1ccc(OC)c(NC(=O)c2ccc3c(c2)C(=O)N(c2ccc(OC(C)=O)cc2)C3=O)c1	0	8	-3	-6	4	1	0	5	10	-28
Cc1ccc2cc(CN(c3ccc(C)c(C)c3)S(C)(=O)=O)c(=O)[nH]c2c1	2	0	5	10	3	-2	0	4	-9	4
COCCCNC(=S)Nc1cc(C)c(C)cc1C	-2	13	-5	8	-2	9	0	-1	28	-53
Cc1ccc(/C=C/c2ccc(N(C)C)cc2)[n+](C)c1	-3	2	-7	-6	2	-2	5	32*	19	-7
CCc1ccc(N2CC(C(=O)N/N=C/c3cc([N+](=O)[O-])ccc3O)CC2=O)cc1 (centres undefined)	-1	0	-55*	-58	-5	0	-3	6	11	-1
Cc1cc(OCc2cc(C(=O)NCCN3CCCCC3CO)no2)cc(C)c1Cl (centres undefined)	-1	9	4	5	-3	0	-22	0	-4	-33
O=C(/C=C/c1ccccc1Cl)Nc1ccc(S(=O)(=O)Nc2ncccn2)cc1	-1	.	7	-4	-1	-5	2	-3	8	7
CCOc1ccc(C2CC(c3ccccc3)Nc3nc(N)nn32)cc1 (centres undefined)	-2	-9	-5	-5	-3	-3	2	-8	11	-22
CCOc1ccc(N2C(=O)c3cccnc3C2Nc2ccc(OC)cc2)cc1 (centres undefined)	-1	4	8	42	0	1	1	2	-33	4
CCc1ccc(NC2=NCC(c3ccccc3)S2)cc1 (centres undefined)	-4	1	35	56*	3	-12	-3	16	-140	-66
COc1ccc(C2(CNC(=O)c3cccc([N+](=O)[O-])c3)CCCCC2)cc1OC	-3	3	-1	17	-2	-20	2	-6	12	11
CC1CCCC(C(=O)O)N1C(=O)CCS (centres undefined)	-3	-1	-2	7	3	-1	2	-7	7	-34
CN(C)CCn1c2c(c(SCC(=O)Nc3cccc4ccccc34)nc1=O)CCCC2	2	-1	6	7	.	-4	-4	.	-11	.
O=c1ccnc(SCCc2ccc([N+](=O)[O-])cc2)[nH]1	2	-1	2	22	.	11	2	.	-8	.
COc1nc(OCCNC(C)=O)nc(N(C)C)n1	-1	0	2	-10	1	-1	0	6	6	-13
Cc1c(NC(=O)C2CCN(S(=O)(=O)c3ccc(Cl)cc3)CC2)c(=O)n(-c2ccccc2)n1C	0	-1	-7	0	-3	0	-4	-4	22	3
CCNc1c2c(nc3ccccc13)CC(C)(C)CC2=O	7	14	0	-14	-1	-2	-6	-1	6	-4
COc1ccc(Cn2c(=O)sc3ccccc32)cc1	0	6	8	-4	1	3	-1	4	-9	-23
CCOC(=O)c1c(NC(=O)COc2ccccc2)sc2c1CC(C)(C)NC2(C)C	1	-5	0	-1	1	4	1	-3	-31	-57
CCOc1cc(/C=N/NC(=O)COc2cccc(C)c2)ccc1OC(=O)c1cccs1	1	4	0	-10	2	-7	3	-1	13	-16
C/C(=N\Nc1ccc(Cl)c(C(=O)O)c1)c1cccs1	-1	-2	-6	-2	-2	12	0	0	-25	-18
O=C(O)Cn1ccc2ccccc21	-3	-4	2	1	5	12	0	0	41	-6
COC(=O)c1cn(NC(=O)C2CCCCC2)c(=O)c2ccccc12	-3	1	6	3	-1	-11	-1	-6	-8	-22

High-throughput results (PubChem BioAssay)
